# Compound activity from PubChem.
# IDE exosite FP: displaces the probe from the exo-site of human IDE | P14735 | z-score at 20 µM | 6.3% of 17,000 active | purified IDE, FL-6b probe fluorescence polarization; active compounds read low;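 active = z-score of -3 or lower, meaning strong loss of probe binding signal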;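 note: His-tagged human IDE residues 42-1019 made in E. coli with 30 nM FL-6b probe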
# Target sequence (P14735 42-1019 limits assumed): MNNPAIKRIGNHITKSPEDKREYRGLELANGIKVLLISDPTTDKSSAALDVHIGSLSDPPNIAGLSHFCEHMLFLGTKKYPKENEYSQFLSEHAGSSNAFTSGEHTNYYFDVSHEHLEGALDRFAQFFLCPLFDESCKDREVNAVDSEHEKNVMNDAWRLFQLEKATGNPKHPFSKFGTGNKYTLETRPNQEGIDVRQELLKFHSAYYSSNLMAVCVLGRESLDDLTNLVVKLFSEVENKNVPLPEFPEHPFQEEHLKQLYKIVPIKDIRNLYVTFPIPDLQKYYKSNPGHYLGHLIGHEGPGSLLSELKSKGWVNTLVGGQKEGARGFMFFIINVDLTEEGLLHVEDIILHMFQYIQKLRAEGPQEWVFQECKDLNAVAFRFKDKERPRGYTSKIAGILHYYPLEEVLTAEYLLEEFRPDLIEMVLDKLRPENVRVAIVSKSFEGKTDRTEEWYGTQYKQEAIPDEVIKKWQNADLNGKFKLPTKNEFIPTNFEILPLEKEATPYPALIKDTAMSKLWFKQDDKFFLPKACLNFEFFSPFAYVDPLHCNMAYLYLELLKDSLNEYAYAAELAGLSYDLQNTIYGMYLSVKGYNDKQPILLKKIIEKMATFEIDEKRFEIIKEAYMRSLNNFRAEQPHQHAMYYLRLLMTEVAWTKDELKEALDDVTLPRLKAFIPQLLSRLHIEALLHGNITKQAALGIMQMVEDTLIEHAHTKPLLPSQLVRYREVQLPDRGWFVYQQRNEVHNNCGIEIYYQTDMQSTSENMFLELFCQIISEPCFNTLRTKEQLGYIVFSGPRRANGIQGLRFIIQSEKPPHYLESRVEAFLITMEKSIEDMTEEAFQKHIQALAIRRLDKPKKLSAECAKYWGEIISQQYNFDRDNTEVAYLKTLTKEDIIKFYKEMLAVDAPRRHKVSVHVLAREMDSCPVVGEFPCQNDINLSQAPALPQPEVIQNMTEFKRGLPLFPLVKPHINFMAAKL
# An asterisk follows results filed as active; & = joins results of further samples. Some of the compounds tested. The share of hits here may be higher or lower than overall.
SMILES,IDE exosite FP
O=C(Cc1ccccn1)N1CCCCN2[C@@H](CO)[C@H](c3ccc(C#Cc4ccccc4)cc3)[C@@H]2C1,-7.32*
O=C(Cc1ccccn1)N1CCCCN2[C@H](CO)[C@H](c3ccc(-c4ccc(F)cc4)cc3)[C@H]2C1,3.24
C[C@H](CO)N1C[C@H](C)[C@@H](CN(C)C(=O)Oc2cccc3ccccc23)OCc2cnnn2CCCC1=O,-1.09
C[C@H](CO)N1C[C@H](C)[C@H](CN(C)C(=O)Oc2ccc3ccccc3c2)OCc2cn(nn2)CCCC1=O,0.0729
COc1ccc(-c2ccc([C@H]3[C@H]4CN(C(=O)Cc5ccncc5)CCCCN4[C@H]3CO)cc2)cc1,1.74
O=C(Cc1ccccn1)N1CCCCN2[C@H](CO)[C@H](c3ccc(-c4ccccc4)cc3)[C@H]2C1,-4.65*
C[C@H]1CN([C@@H](C)CO)C(=O)CCCn2cc(nn2)CO[C@H]1CN(C)C(=O)Oc1ccc2ccccc2c1,-2.38
C[C@@H]1CN([C@@H](C)CO)C(=O)CCCn2cc(nn2)CO[C@@H]1CN(C)C(=O)Oc1ccc2ccccc2c1,-0.269
COc1ccccc1CN1[C@@H](CO)[C@@H](c2ccccc2)C12CN(C(=O)Cc1ccccc1)C2,0.523
O=C(Cc1ccccc1)N1CCCCN2[C@@H](CO)[C@H](c3ccc(-c4ccccc4)cc3)[C@@H]2C1,-0.00734
O=C(Cc1ccncc1)N1CCCCN2[C@H](CO)[C@@H](c3ccc(C#CC4(O)CCCC4)cc3)[C@@H]2C1,0.198
O=C(Cc1ccncc1)N1CCCCN2[C@@H](CO)[C@H](c3ccc(C#CC4(O)CCCC4)cc3)[C@@H]2C1,1.31
C/C=C/c1ccc(C2[C@H]3CNC[C@@H]2N3Cc2ccccn2)cc1 (some centres undefined),-0.00874&-0.00875
O=C(O)C[C@@H]1CC[C@H]2NC[C@@H](O)COC[C@@H]2O1,0.575
COc1ccc(C#Cc2ccc([C@@H]3[C@H](CO)N4CCCCN(C(=O)Cc5cccnc5)C[C@@H]34)cc2)cc1,4.56
O=C(Cc1cccnc1)N1CCCCN2[C@@H](CO)[C@@H](c3ccc(C#CC4CCCC4)cc3)[C@@H]2C1,0.498
c1cncc(-c2ccc(C3[C@H]4CNC[C@@H]3N4CC3CC3)cc2)c1 (some centres undefined),-0.893
C/C=C/c1ccc([C@@H]2[C@H](CO)N3CCCCN(C(=O)Cc4cccnc4)C[C@@H]23)cc1,-0.605
O=C(Cc1ccccc1)N1CCCCN2[C@H](C1)[C@@H](c1ccc(C#Cc3ccccc3)cc1)[C@@H]2CO,-2.57
O=C(Cc1ccccc1)N1CCCCN2[C@H](CO)[C@@H](c3ccc(C#CC4(O)CCCC4)cc3)[C@@H]2C1,0.99
N#Cc1ccc(-c2ccc([C@@H]3[C@H]4CN(C(=O)Cc5ccccc5)CCCCN4[C@H]3CO)cc2)cc1,0.536
C/C=C/c1ccc(C2[C@@H]3CN(C(=O)C4CCOCC4)C[C@H]2N3)cc1 (some centres undefined),0.244&0.522
O=C(Cc1ccccn1)N1CCCCN2[C@H](CO)[C@@H](c3ccc(C#Cc4ccccc4)cc3)[C@@H]2C1,-4.94*
COc1ccc(C#Cc2ccc([C@H]3[C@@H](CO)N4CCCCN(C(=O)Cc5ccncc5)C[C@@H]34)cc2)cc1,-4.84*
COc1ccc(C#Cc2ccc([C@H]3[C@H]4CN(C(=O)Cc5cccnc5)CCCCN4[C@H]3CO)cc2)cc1,-3.98*
O=C(Cc1ccccc1)N1CCCCN2[C@H](C1)[C@@H](c1ccc(C#CC3(O)CCCC3)cc1)[C@@H]2CO,0.946
COC(=O)[C@H]1[C@H](CO)[C@H]2Cn3c(cccc3=O)[C@@H]1N2CCc1ccccc1,-1.25
COC(=O)[C@@H]1[C@@H](CO)[C@@H]2Cn3c(ccc(-c4ccc(F)cc4)c3=O)[C@H]1N2C(=O)c1ccccc1F,-0.724
O=C(O)[C@H]1[C@H](CO)[C@H]2Cn3c(ccc(C4=CCCCC4)c3=O)[C@@H]1N2C(=O)Cc1ccccn1,1.09
COc1ccc(-c2ccc([C@H]3[C@@H](CO)N4CCCCN(C(=O)Cc5ccccc5)C[C@@H]34)cc2)cc1,0.578

# An excerpt from above in order of SMILES length, lowest first.
SMILES,IDE exosite FP
C/C=C/c1ccc([C@@H]2[C@H](CO)N3CCCCN(C(=O)Cc4cccnc4)C[C@@H]23)cc1,-0.605
O=C(Cc1ccccn1)N1CCCCN2[C@H](CO)[C@@H](c3ccc(C#Cc4ccccc4)cc3)[C@@H]2C1,-4.94*
COc1ccc(-c2ccc([C@H]3[C@@H](CO)N4CCCCN(C(=O)Cc5ccccc5)C[C@@H]34)cc2)cc1,0.578

# Additional results:
SMILES,IDE exosite FP
O=C(Cc1ccccn1)N1CCCCN2[C@@H](CO)[C@@H](c3ccc(Br)cc3)[C@@H]2C1,3.24
O=C(Cc1ccccn1)N1CCCCN2[C@H](CO)[C@@H](c3ccc(-c4ccccc4F)cc3)[C@H]2C1,-0.276
O=C(O)[C@@H]1[C@@H](CO)[C@@H]2Cn3c(ccc(-c4cccnc4)c3=O)[C@H]1N2C(=O)Nc1cc(F)ccc1F,0.198
O=C(Cc1ccccc1)N1CCCCN2[C@H](CO)[C@H](c3ccc(-c4ccccc4)cc3)[C@@H]2C1,1.5
CCCC#Cc1ccc([C@@H]2[C@@H](CO)N3CCCCN(C(=O)Cc4ccccn4)C[C@H]23)cc1,0.228
COc1cccc(-c2ccc([C@@H]3[C@@H](CO)N4CCCCN(C(=O)Cc5ccncc5)C[C@@H]34)cc2)c1,-2.33
O=C(Cc1ccncc1)N1CCCCN2[C@@H](CO)[C@H](c3ccc(-c4ccncc4)cc3)[C@@H]2C1,2.03
COc1cccc(-c2ccc([C@H]3[C@H](CO)N4CCCCN(C(=O)Cc5ccncc5)C[C@@H]34)cc2)c1,-1.48
O=C(Cc1ccccn1)N1CCCCN2[C@@H](CO)[C@H](c3ccc(-c4ccc(F)cc4)cc3)[C@@H]2C1,2.55
OC[C@@H]1Nc2ccc(C#Cc3cccnc3)cc2[C@H]2NCC[C@@H]12,-0.33
C/C=C/c1ccc(C2[C@@H]3CN(C(=O)CN(C)C)C[C@H]2N3)cc1 (some centres undefined),0.547&1.3
COc1ccc(-c2ccc([C@H]3[C@H](CO)N4CCCCN(C(=O)Cc5ccccc5)C[C@@H]34)cc2)cc1,0.588
COC(=O)[C@@H]1[C@@H](CO)[C@@H]2Cn3c(cccc3=O)[C@@H]2N1CC1CC1,1.18
COc1ccc(C#Cc2ccc([C@@H]3[C@H]4CN(C(=O)Cc5ccncc5)CCCCN4[C@H]3CO)cc2)cc1,-0.354
O=C(Cc1ccncc1)N1CCCCN2[C@H](CO)[C@H](c3ccc(C#Cc4ccccc4F)cc3)[C@@H]2C1,-4.35*
O=C(Cc1cccnc1)N1CCCCN2[C@H](C1)[C@@H](c1ccc(C#CC3CCCC3)cc1)[C@@H]2CO,4.66
O=C1CNC[C@H]2[C@@H](c3ccc(Br)cc3)[C@H](CO)N12,-0.306
O=C(Cc1ccccc1)N1CCCCN2[C@H](CO)[C@H](c3ccc(C#CC4(O)CCCC4)cc3)[C@@H]2C1,1.67
O=C(Cc1ccccn1)N1CCCCN2[C@H](C1)[C@@H](c1ccc(C#Cc3ccccc3)cc1)[C@@H]2CO,-6.34*
N#Cc1ccc(-c2ccc([C@@H]3[C@H](CO)N4CCCCN(C(=O)Cc5ccccc5)C[C@@H]34)cc2)cc1,1.36
CC(C)CC#Cc1ccc([C@@H]2[C@@H](CO)N3CCCCN(C(=O)Cc4ccccn4)C[C@@H]23)cc1,5.11
O=C(Cc1ccccn1)N1CCCCN2[C@H](CO)[C@H](c3ccc(-c4ccccc4)cc3)[C@@H]2C1,-0.961
O=C(Cc1cccnc1)N1CCCCN2[C@H](CO)[C@H](c3ccc(C#CC4CCCC4)cc3)[C@@H]2C1,1.44
C/C=C/c1ccc([C@H]2[C@@H](CO)N3CCCCN(C(=O)Cc4cccnc4)C[C@H]23)cc1,-0.572
CCCC#Cc1ccc([C@@H]2[C@@H](CO)N3CCCCN(C(=O)Cc4ccccn4)C[C@@H]23)cc1,3.57
O=C(Cc1cccnc1)N1CCCCN2[C@H](CO)[C@H](c3ccc(/C=C/c4ccccc4)cc3)[C@@H]2C1,-11.2*

# In the list so far, 10 contain an aryl methoxy group.
SMILES,IDE exosite FP
COc1ccc(-c2ccc([C@H]3[C@H]4CN(C(=O)Cc5ccncc5)CCCCN4[C@H]3CO)cc2)cc1,1.74
COc1ccccc1CN1[C@@H](CO)[C@@H](c2ccccc2)C12CN(C(=O)Cc1ccccc1)C2,0.523
COc1ccc(C#Cc2ccc([C@@H]3[C@H](CO)N4CCCCN(C(=O)Cc5cccnc5)C[C@@H]34)cc2)cc1,4.56
COc1ccc(C#Cc2ccc([C@H]3[C@@H](CO)N4CCCCN(C(=O)Cc5ccncc5)C[C@@H]34)cc2)cc1,-4.84*
COc1ccc(C#Cc2ccc([C@H]3[C@H]4CN(C(=O)Cc5cccnc5)CCCCN4[C@H]3CO)cc2)cc1,-3.98*
COc1ccc(-c2ccc([C@H]3[C@@H](CO)N4CCCCN(C(=O)Cc5ccccc5)C[C@@H]34)cc2)cc1,0.578
COc1cccc(-c2ccc([C@@H]3[C@@H](CO)N4CCCCN(C(=O)Cc5ccncc5)C[C@@H]34)cc2)c1,-2.33
COc1cccc(-c2ccc([C@H]3[C@H](CO)N4CCCCN(C(=O)Cc5ccncc5)C[C@@H]34)cc2)c1,-1.48
COc1ccc(-c2ccc([C@H]3[C@H](CO)N4CCCCN(C(=O)Cc5ccccc5)C[C@@H]34)cc2)cc1,0.588
COc1ccc(C#Cc2ccc([C@@H]3[C@H]4CN(C(=O)Cc5ccncc5)CCCCN4[C@H]3CO)cc2)cc1,-0.354
